SKKanGAS inh: inhibitors of SKKanGAS S. pyogenes growth in kanamycin (SK-promoter or general growth effect). BacTiter-Glo, 6 h. inhibition, % at 7.5 µM. actives 1.3% (n = 300,000);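 active = mean replicate score, as percent of positive control median, at least 50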;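 note: strain carries kanamycin resistance gene driven by streptokinase promoter and grows in 40 µg/ml kanamycin; loss of luminescence reflects streptokinase promoter inhibition or plain growth inhibition; 0% = median of DMSO wells and 100% = positive control at its reference dose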
TRPC4 act: activators of mouse TRPC4 channel; Q9QUQ5; HEK293 TRPC4beta/mu-opioid, Fluo4 calcium fluorescence; active compounds read high; B-score at 10 µM; actives 0.49% (n = 310,000); AID 2237;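 active = B-score above 5 SD of library B-scores, and initial fluorescence ratio not above library mean plus 5 SD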;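 note: positive B-score marks a calcium rise read as TRPC4 activation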
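Material: TRPC4beta and mu-opioid receptor HEK293 stable cells | Incubation: 45 min room-temperature Fluo4 loading, 110 s read | Detection: Kinetic Fluo4 calcium fluorescence | Measure: Integrated baseline-normalised fluorescence ratio, converted to per-well B score | Benchmarks: Low control buffer alone, high control maximal DAMGO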
TMEM16A act: mouse TMEM16A channel activation, primary screen. Q8BHY3. HEK293 TMEM16A/YFP-H148Q/I152L, iodide quench fluorescence; active compounds read low. B-score at 10 µM. actives 0.3% (n = 340,000). AID 623877;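 active = fluorescence-ratio B-score plate-corrected deviation score at least 3 library SD below zero, with starting fluorescence score within 5 deviations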;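 note: channel opened by trigger with iodide after compound preincubation; score built on the fluorescence ratio of max minus min over baseline; more negative score means more quench and so TMEM16A activation or potentiation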
TRPC6 inh: mouse TRPC6 channel inhibition. HEK293-TRPC6, membrane potential dye, ACh-evoked depolarization; active compounds read low. B-score at 10 µM. actives 1.1% (n = 310,000). AID 2553;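 active = B-score under library mean minus 3 SD, initial fluorescence not abnormally high, positive integrated signal ratio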;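 note: B-score derived from integrated fluorescence ratio over the kinetic read; more negative B-score means stronger inhibition of depolarization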
MrgX1 antag: antagonists of human MrgX1 receptor; Q96LB2; MRGX1-HEK293 calcium flux, Fluo-4, BAM8-22 antagonism; active compounds read low; B-score at 10 µM; actives 1.3% (n = 310,000); AID 588676;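 active = calcium-response B-score plate-corrected more than 3 library SD below zero, starting fluorescence within 5 deviations, no agonist response on first addition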;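 note: peak minus trough fluorescence over baseline after final BAM8-22 challenge near maximal dose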
Target sequence (Q96LB2 whole entry, looked up): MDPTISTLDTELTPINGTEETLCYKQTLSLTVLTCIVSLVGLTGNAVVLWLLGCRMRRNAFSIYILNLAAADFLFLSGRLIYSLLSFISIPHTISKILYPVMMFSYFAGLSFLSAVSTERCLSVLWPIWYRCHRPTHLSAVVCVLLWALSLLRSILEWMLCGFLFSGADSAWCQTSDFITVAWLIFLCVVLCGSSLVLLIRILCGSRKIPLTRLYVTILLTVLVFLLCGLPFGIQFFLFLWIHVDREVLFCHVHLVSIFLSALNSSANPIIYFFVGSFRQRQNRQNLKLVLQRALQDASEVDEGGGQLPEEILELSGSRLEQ
MrgX1 allo act: human MrgX1 positive allosteric modulation, primary screen. Q96LB2. MrgX1-HEK293, Fluo-4 calcium flux, FDSS; active compounds read high. B-score at 10 µM. actives 0.63% (n = 310,000). AID 588675;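 active = plate-corrected calcium response at least 3 library SD above typical, normal starting fluorescence, not activating the receptor alone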;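 note: compound read alongside a low EC10 to EC30 dose of BAM8-22 agonist; peak minus trough fluorescence over baseline measured at the second addition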
TRPC6 act: activators of mouse TRPC6 channel. B-score at 10 µM. Q61143. actives 0.13% (n = 310,000). HEK293-TRPC6 membrane potential dye fluorescence; active compounds read high;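 active = B-score of the integrated fluorescence ratio above library mean plus 3 SD, and starting fluorescence ratio within library mean plus 5 SD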;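 note: higher score means more depolarization so channel activation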
TRPC4 inh: blocks the mouse TRPC4 cation channel | Q9QUQ5 | HEK293 TRPC4beta/mu-opioid, DAMGO-evoked Fluo4 calcium flux; active compounds read low | B-score at 10 µM | actives 0.39% (n = 300,000);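 active = B-score over 3 SD under the library average, no early fluorescence shift, positive overall ratio signal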
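Test system – stable TRPC4beta/mu-opioid receptor HEK293 cells · Probe or stimulus – DAMGO, a submaximal dose followed by a maximal one · Dosing – one concentration per compound · Signal – Fluo4 calcium fluorescence by kinetic imaging, 5 s 1 Hz baseline · Evaluation – per-well B score of integrated baseline-normalized Fluo4 ratio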
TRPC4 PAM: allosteric potentiators of mouse TRPC4 channel | Q9QUQ5 | HEK293 TRPC4beta/mu-opioid, DAMGO EC20, Fluo-4 Ca2+ flux; active compounds read high | B-score at 10 µM | actives 0.42% (n = 310,000) | AID 2227;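 active = B-score of calcium response area above 5 SD of library B-scores, with initial fluorescence ratio within 5 SD of library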;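 note: B-score of integrated fluorescence ratio over time as area under calcium response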
MrgX1 agonist: human MrgX1 receptor agonism, primary screen; actives 0.44% (n = 310,000); AID 588627; B-score at 10 µM; MrgX1-HEK293 cells, Fluo-4 calcium fluorescence, agonist mode; active compounds read high;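 active = calcium response B-score plate-corrected fluorescence ratio at least 3 library SD, with starting fluorescence B-score inside 5 SD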
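Test system: HEK293 cells stably expressing human MrgX1 receptor; amount: 15,000 cells per well; doses: compound delivered in addition one of three; times: overnight plating before 1 h dye loading; detection: Fluo-4 NW calcium-flux fluorescence, kinetic read; read-out basis: B-scored fluorescence response ratio; controls: positive and negative controls per plate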
ANO1 block: inhibitors of mouse TMEM16A calcium-activated chloride channel | actives 1.2% (n = 310,000) | normalized B-score (activity score, 25-100; higher = stronger inhibition) at 10 µM | Q8BHY3 | HEK293 TMEM16A/YFP iodide influx fluorescence, ionomycin;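 active = ratio plate-corrected score three or more library SD toward inhibition, starting fluorescence score within five deviations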;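 note: score derived from kinetic fluorescence span divided by baseline fluorescence per well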
* = called active by the depositor; i = inactive; . = no result given. Outcome played no part in choosing rows; overall some 6.7% were active at least once.

compound	TRPC6 inh	TRPC4 act	MrgX1 allo act	ANO1 block	TMEM16A act	MrgX1 antag	MrgX1 agonist	TRPC4 PAM	TRPC6 act	SKKanGAS inh	TRPC4 inh
O=C(Nc1ccc2c(c1)COC2=O)c1ccc(Cl)c(Cl)c1	i	i	i	i	i	i	i	i	i	-1	i
O=C(Nc1ccccc1C(=O)O)c1cccc(N2C(=O)c3ccccc3C2=O)c1	i	i	i	i	i	i	i	i	i	6	i
Cc1ccc(S(=O)(=O)N(C)CC(=O)N2CCN(C(=O)c3ccco3)CC2)cc1	i	i	i	i	i	i	i	i	i	2	i
Cc1ccc(CNC(=O)CCS(=O)(=O)c2ccc(Br)cc2)cc1	i	i	.	.	i	.	.	i	i	-8	i
Cn1c(N2CCC(C(N)=O)CC2)nc2c1c(=O)n(Cc1cccc(Br)c1)c(=O)n2C	i	i	i	i	i	i	i	i	i	-7	i
Cc1ccc(C)c(OCC(=O)Nc2ccc(S(=O)(=O)Nc3onc(C)c3C)cc2)c1	i	i	i	i	i	i	i	i	i	11	i
COc1ccc(NC(=O)Cc2nnc(SCC(=O)c3ccccc3)n2C)cc1	i	i	i	i	i	i	i	i	i	-13	i
COc1ccc(C2CC(c3ccc4ccccc4c3)=NN2C(=O)CNC2CCCCC2)cc1 (centres undefined)	i	i	i	i	i	i	i	i	i	9	i
COc1ccccc1NCC(=O)N/N=C(\C)c1ccc(Br)s1	i	i	i	i	i	i	i	i	i	3	i
COC(=O)c1ccc(COc2cccc(C)c2C)cc1	i	i	i	i	i	i	i	i	i	-12	i
CCn1c(=O)c2c3c(sc2n(C)c1=O)CCC3	i	i	i	i	i	i	i	i	i	-5	i
CSCCC(NC(=O)COc1ccccc1)C(=O)N1CCCC(C)C1 (centres undefined)	i	i	i	i	i	i	i	i	i	-1	i
COc1ccc(C(=O)Nc2ccc3ccccc3n2)c(OC)c1OC	i	i	i	i	i	i	i	i	i	-16	i
Cc1sc(NC(=O)c2ccccc2)c(C(c2ccccn2)N2CCN(CCO)CC2)c1C (centres undefined)	i	i	i	i	i	-4.5*	i	i	i	-2	i
Cc1ccccc1CC(=O)NC1CCCc2ccccc21 (centres undefined)	i	i	i	i	i	i	i	i	i	4	i
CCc1nnc2c(N(C)C)nc3ccccc3n12	i	i	i	i	i	i	i	i	i	.	i
COc1ccc(-c2nc3n(c(=O)c2C#N)CCS3)cc1	i	i	i	i	i	i	i	i	i	8	i
Cc1cccc(NS(=O)(=O)c2cc([N+](=O)[O-])ccc2C)n1	i	i	i	i	i	i	i	i	i	-11	i
CN(Cc1nccs1)C(=O)C1CCC(=O)N(CCc2ccc(Cl)cc2)C1 (centres undefined)	i	i	i	i	i	i	i	i	i	-13	i
Cc1cc(C)c(NC(=O)C2=CCN(S(=O)(=O)c3ccc(F)cc3)CC2)c(C)c1	i	i	i	i	i	i	i	i	i	-2	i
Cn1c(=N)n(CC(=O)c2cccs2)c2ccccc21	i	i	i	i	i	i	i	i	i	-1	i
Cc1ccccc1NC(=O)c1ccccc1	i	i	i	i	i	i	i	i	i	5	i
C/C(=N/N=C1\SCC(=O)N1c1ccccc1)c1ccc(C)cc1	i	i	i	i	i	i	i	i	i	-1	i
COc1ccc(CC(=O)Nc2ccc(-c3ccc4nnc(C)n4n3)cc2)cc1OC	i	i	i	i	i	i	i	i	i	-6	i
Cc1ccc(N2C(=O)CC(C)(C)CC2=O)cc1Cl	i	i	i	i	i	i	i	i	i	3	i
COCCCNC(=O)CSc1nc2cc3c(cc2c(=O)n1CCCC(=O)NCc1ccc(OC)cc1)OCO3	i	i	i	i	i	i	i	i	i	-3	i
CC1=N/C(=C\c2ccccc2Cl)C(=O)O1	i	i	i	i	i	i	i	i	i	-2	i
COc1ccc(N(C)S(=O)(=O)c2c(C)[nH]c(=O)[nH]c2=O)cc1	i	i	i	i	i	i	i	i	i	20	i
O=C(CSc1nc(C(F)(F)F)cc(=O)[nH]1)Nc1ccc2c(c1)OCCO2	i	i	i	i	i	i	i	i	i	5	i
CCOCCn1c(CN2CCN(CC)CC2)nc2c1c(=O)n(C)c(=O)n2C	i	i	i	i	i	i	i	i	i	-5	i
COc1cc(O)c(C(CC(=O)N2CCOCC2)c2cc(OC)c(OC)c(OC)c2)c(OC)c1 (centres undefined)	i	i	.	.	i	.	.	i	i	-1	i
COc1ccc2cc(/C(C)=N/NC(=O)C3CC3)ccc2c1	i	i	i	i	i	i	i	i	i	-2	i
CC1=NN(C(=O)c2cccc(Cn3nc(C)c([N+](=O)[O-])c3C)c2)C(O)(C(F)(F)F)C1 (centres undefined)	i	i	i	i	i	i	i	i	i	-6	i
Cc1c(C)c2ccc(OC(C)C(=O)NCCN3CCOCC3)c(C)c2oc1=O (centres undefined)	i	i	i	i	i	i	i	i	i	1	i
CCNc1nc(Oc2ccc(Cl)cc2Cl)cc(C(F)(F)F)n1	i	i	i	i	i	i	i	i	i	12	i
COc1ccc(N(CC(=O)Nc2ccc3c(c2)OCCO3)S(=O)(=O)c2c(C)nn(C)c2C)cc1	i	i	i	i	i	i	i	i	i	-5	i
COc1cccc(-c2nc3ccccc3c(=O)n2NC(=O)c2cccnc2Cl)c1	i	i	i	i	i	i	i	i	i	-11	i
NC(=O)c1ccc(Oc2ncc(C(F)(F)F)cc2Cl)cc1	i	i	i	i	i	i	i	i	i	-26	i
CCCC(C(=O)NC1CCCC1)N(Cc1ccc(F)cc1)C(=O)c1snc(C(N)=O)c1N (centres undefined)	i	i	i	i	i	i	i	i	i	3	i
CCCc1nnc(SCC(=O)N2CCCC2)n1Cc1ccco1	i	i	i	i	i	i	i	i	i	2	i
Cc1ccnc(N/C=C(/NC(=O)c2ccccc2)C(=O)N/N=C\c2ccc(Cl)cc2)n1	i	i	i	i	i	i	i	i	i	0	i
N/C(=N\OC(=O)c1ccc(Cl)cc1Cl)c1ccncc1	i	i	i	i	i	i	i	i	i	-3	i
Cn1cc(Br)c(C(=O)NNC(=O)c2cccc(Br)c2)n1	i	i	i	i	i	i	i	i	i	-6	i
Cc1cc(N=Cc2cc(Cl)ccc2O)no1	i	i	i	i	i	i	i	i	i	0	i
CCOC(=O)c1c(C)c(C(=O)Nc2ccccc2)c(C)n1CC	i	i	i	i	i	i	i	i	i	-4	i
O=C1C(=O)N(Cc2cccnc2)C(c2cccc([N+](=O)[O-])c2)/C1=C(/O)c1ccc2c(c1)OCO2 (centres undefined)	i	i	i	i	i	i	i	i	i	5	i
C/C(=N\NC(=S)Nc1ccccc1C)c1cc2ccccc2o1	i	i	i	i	i	i	i	i	i	13	i
Cc1ccc(CCNC(=O)CN2C(=O)COc3ccc(S(=O)(=O)N4CCOCC4)cc32)cc1	i	i	i	i	i	i	i	i	i	-4	i
Cn1c(-c2ccccc2)c(C=O)c2ccccc21	i	i	i	i	i	i	i	i	i	-3	i
Cn1cccc1C(=O)OCC(=O)NC1CCS(=O)(=O)C1 (centres undefined)	i	i	i	i	i	i	i	i	i	-1	i

(next part)
compound	TRPC6 inh	TRPC4 act	MrgX1 allo act	ANO1 block	TMEM16A act	MrgX1 antag	MrgX1 agonist	TRPC4 PAM	TRPC6 act	SKKanGAS inh	TRPC4 inh
COc1cccc(CC2(CO)CCCN(Cc3ccc(-c4ccco4)cc3)C2)c1 (centres undefined)	i	i	i	i	i	i	i	i	i	-7	i
O=C(CO/N=C/c1ccccc1OC(F)F)NCc1cccs1	i	i	i	i	i	i	i	i	i	-4	i
COc1ccccc1NC(=O)c1ccc2nc(N3C(=O)CCC3=O)sc2c1	i	i	i	i	i	i	i	i	i	27	i
COc1ccc(NC(=O)Cn2nnc(-c3ccccc3F)n2)cc1Cl	i	i	i	i	i	i	i	i	i	14	i
CCOC(=O)c1c(NC(=O)c2cccs2)sc(C(=O)N2CCOCC2)c1C	i	i	i	i	i	i	i	i	i	9	i
O=C(CCc1nnc(Cc2cccc(C(F)(F)F)c2)o1)NCC(F)(F)F	i	i	i	i	i	i	i	i	i	-5	i
CC(Oc1cccc(Cl)c1)C(=O)Nc1ccccc1N1CCCC1 (centres undefined)	i	i	i	i	i	i	i	i	i	13	i
O=[N+]([O-])c1nn(-c2ccc3c(c2)OCCO3)n(O)c1=Nc1ccccc1	i	i	i	i	i	i	i	i	i	2	i
O=C(Nc1nc2c(ccc3ccccc32)s1)c1cc([N+](=O)[O-])ccc1N1CCOCC1	i	i	i	i	.	i	i	i	i	15	i
CSc1nnc(Cc2sc(-c3ccccc3)nc2-c2ccccc2)o1	i	i	i	i	i	i	i	20*	i	-12	i
Cc1ccc(CCNC(=O)C2CCCN(C(=O)c3cc4sccc4n3C)C2)cc1 (centres undefined)	i	i	i	i	i	i	i	i	i	-2	i
Cc1ccc(C)c(S(=O)(=O)N2CCN(CC(=O)Nc3ccc4c(c3)OCCO4)CC2)c1	i	i	i	i	i	i	i	i	i	-1	i
O=C(COC(=O)/C=C/c1ccccc1)NCCNC(=O)COC(=O)/C=C/c1ccccc1	i	i	i	i	i	i	i	i	i	0	i
Cc1cccc(/C=C2\Sc3ccc(C(=O)N4CCC(C)CC4)cc3N(C)C2=O)c1	i	i	i	i	i	i	i	i	i	76*	i
Cc1cc(C(=O)Nc2cccc3ncccc23)no1	i	i	i	i	i	i	i	i	i	8	i
Cc1ccc2c(C)c(C(=O)N(C)C(C)c3ccon3)oc2c1C (centres undefined)	i	i	i	i	i	i	i	i	i	-7	i
COc1ccccc1Oc1ccc(N/C=C/C(=O)c2ccc(C)o2)cc1	i	i	i	i	i	i	i	i	i	8	i
COc1cc(/C=C2\SC(=S)N(CCC(=O)Nc3ccccc3)C2=O)cc(OC)c1OC	i	i	i	i	i	i	i	i	i	15	i
CCCCn1c(SCC(=O)N2CCOCC2)nnc1-c1cccs1	i	i	i	i	.	i	i	i	i	-2	i

Compound activity as filed in PubChem.
